Screens from PubChem.
Salmonella PhoP GFP – inhibitors of PhoP regulon expression, primary screen, Salmonella Typhimurium, GFP reporter (AID 1863); S. Typhimurium PhoP-regulated promoter GFP reporter, 4 h; higher % means a stronger effect; one-dose inhibition, % at 50 µM; IC50 in µM for titrated hits; 300,000 tested, 0.16% active;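 active means inhibition over 29.93%, a cutoff 3 SD above the screen mean, later confirmed by dose response; inconclusive means inhibition over 29.93% but no dose response follow-up; inactive means inhibition at most 29.93% or unconfirmed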;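 further: 0% = low Mg2+ inducing control and 100% = high Mg2+ repressing control; strong numbers were not always called active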
RSV CPE inhibition – RSV antiviral activity via CPE protection, HEp-2 cells, primary 10 µM value included (AID 2391) | HEp-2 cells, RSV-induced CPE inhibition; higher % means a stronger effect | one-dose CPE inhibition, % at 10 µM; IC50 in µM for titrated hits | 310,000 tested, 0.13% active; in the data active means a potency from the dose series; inconclusive means CPE inhibition mostly from about 23% at the one dose, without a potency; inactive means the rest, 99 in 100 with CPE inhibition below about 21%; further: strong numbers were not always called active
Large T inhibition – SV40 large T antigen inhibitors, biochemical (AID 1903); one-dose inhibition, % at 20 µM; IC50 in µM for titrated hits; 310,000 tested, 0.39% active; SV40 large T antigen ATPase/helicase inhibition assay; higher % means a stronger effect; in the data active means a potency from the dose series; inconclusive means inhibition mostly from about 32% at the one dose, without a potency; inactive means the rest, 99 in 100 with inhibition below about 32%; further: strong numbers were not always called active
* = called active by the depositor; u = inconclusive. Only part of the results is shown (hit frequency here may not be typical).

SMILES	Salmonella PhoP GFP	RSV CPE inhibition	Large T inhibition
COc1cccc(NC(=O)CSc2nnc(CNC(=O)c3ccco3)n2C)c1	-2%	-2.5%	12%
Cc1nn(-c2ccccc2)c(C)c1NC(=O)COC(=O)c1ccc(Cl)c(N)c1	9%	-1.7%	12%
COc1cc(-c2nc3ccc(C)cn3c2NCc2ccccc2)ccc1SC1CCCCC1	-3%	4.7%	11%
CN(C)C(=O)c1ccc(NC(=O)c2cccc(S(=O)(=O)N3CCCc4ccccc43)c2)cc1	2%	18%	19%
Cc1cc(NC(=O)C(C)SCC(=O)Nc2ccccc2N2CCCCC2)no1 (centres undefined)	-2%	0.2%	2%
COc1ccccc1NS(=O)(=O)c1cc(C(=O)NCc2ccncc2)ccc1C	3%	-2.1%	9%
O=C(NCCS(=O)(=O)N1CCN(c2ccc(F)cc2)CC1)C12CC3CC(CC(C3)C1)C2	-6%	14%	2%
Cc1cc(C)c(NC(=O)C2=COCCO2)c(C)c1	-5%	-1.0%	9%
NC(=O)c1ccsc1NC(=O)CS(=O)(=O)c1ccccc1	-5%	-0.4%	19%
Cc1cc(NC(=O)COc2coc(CN3CCN(c4ccc(F)cc4)CC3)cc2=O)no1	0%	1.2%	2%
Cc1ccc(OCCC(=O)OCC(=O)N2CCN(S(=O)(=O)c3ccc(Cl)cc3)CC2)cc1	-3%	0.1%	30%
CC(C)(C)c1cccc(Cn2nnc3ccccc32)c1O	-4%	-0.2%	9%
Cc1c(C)n2c(SCC(=O)N3CCCC3)nnc2[nH]c1=O	0%	1.0%	25%
CC(NC(=O)COC(=O)C1CCC1)c1ccccc1 (centres undefined)	5%	0.3%	17%
CC(=O)Nc1ccc(NC(=O)CSc2nnc3ccc(-c4cccnc4)nn23)cc1	-6%	2.2%	9%
Cc1ccc(C(=O)NCC(=O)OCc2cccc(Br)c2)cc1	-6%	-0.6%	10%
O=C(COC(=O)C1CCN(c2ccc(C(F)(F)F)cn2)CC1)NCCc1ccccc1	-3%	-0.4%	15%
CCOc1ccc(-c2cccc(NC(=O)c3ccco3)c2)nn1	0%	-1.5%	21%
Cc1cccnc1NC(=O)c1ccc(NS(=O)(=O)c2ccc3[nH]c(=O)[nH]c3c2)cc1	-5%	-1.7%	11%
CC1(c2ccc([N+](=O)[O-])cc2)NC(=O)N(CC(=O)c2ccc3c(c2)OCO3)C1=O (centres undefined)	-1%	2.6%	10%
COc1cc(NC(C)CCCN)c2ncccc2c1 (centres undefined)	-3%	-0.8%	22%
CCc1ccc(-c2nc(SCC(=O)N(CC)C3CCS(=O)(=O)C3)n[nH]2)cc1 (centres undefined)	0%	0.3%	13%
Cc1cc(C)c(NC(=O)CNC(=O)COC(=O)CN2C(=O)NC3(CCCC3)C2=O)c(C)c1	-4%	-1.8%	4%
Cc1ccc(NC(=O)C(C)OC(=O)Cc2c[nH]c3ccccc23)cc1 (centres undefined)	0%	0.8%	9%
O=C(CN1C(=O)NC2(CCCC2)C1=O)OCc1ccc(Br)cc1	-8%	-0.2%	6%
SMILES	Salmonella PhoP GFP	RSV CPE inhibition	Large T inhibition
CN(CC(=O)Nc1cccc(F)c1)C(=O)c1ccc(-n2cncn2)c([N+](=O)[O-])c1	1%	0.9%	1%
COc1ccccc1C(=O)NC(=O)COC(=O)CCOc1ccc(C)cc1	-5%	-2.6%	10%
CCOC(=O)c1nn(-c2ccc(F)cc2)c(=O)cc1OCC(=O)Nc1ccc(F)c(F)c1	1%	0.2%	2%
CCN(CC)CCn1c2c(c(SCC(=O)Nc3ccc4c(c3)OCCO4)nc1=O)CCC2	6%	-2.8%	4%
COc1ccc(NC(=O)CN(C)C(=O)/C=C/c2cn(Cc3ccccc3)nc2-c2cccnc2)cc1	-3%	0.1%	18%
CS(=O)(=O)c1ccc(Cl)c(NC(=O)COC(=O)COc2ccc3c(c2)CCC3)c1	-11%	-0.7%	10%
CCOc1cc(/C=N/NC(=O)c2cccc(S(=O)(=O)N3CCCC3)c2)ccc1OCC(=O)N(C)C	-2%	4.2%	1%
Cc1ccc(C(=O)OCC(=O)N(C)C2CCS(=O)(=O)C2)cc1S(=O)(=O)N1CCOCC1 (centres undefined)	5%	0.2%	3%
CC12CCC(=O)N1C(C(=O)Nc1ccccc1F)CS2 (centres undefined)	9%	-0.8%	4%
CCCNC(=O)c1onc(CSc2ccc(F)cc2)c1C(=O)NC(C)C	-9%	1.2%	5%
CCN(CC)c1ccc(S(=O)(=O)N2CCOCC2)cc1NC(=O)CN1C(=O)NC2(CCC(C)CC2)C1=O (centres undefined)	16%	0.8%	4%
Cc1ccc(C)c(S(=O)(=O)N2CCN(C(=O)c3ccc(OCc4c(C)noc4C)cc3)CC2)c1	4%	0.4%	4%
CCN(CC(=O)Nc1ccccc1OC)C(=O)CCOc1ccc(C(C)(C)C)cc1	6%	15%	4%
CN(Cc1ccc(F)cc1)C(=O)c1cccc(S(=O)(=O)N2CCN(c3ccc(F)cc3)CC2)c1	-7%	u	4%
COc1ccccc1C(=O)NC(=O)COC(=O)c1ncc(Cl)c(Cl)c1Cl	12%	-0.6%	25%
COc1ccc2sc(N(CCCN(C)C)C(=O)c3ccc(S(=O)(=O)N4CCCc5ccccc54)cc3)nc2c1	-2%	0.1%	3%
COc1ccc(N(CCC(=O)Nc2ccccc2F)S(=O)(=O)c2ccc(C)cc2C)cc1	2%	1.1%	13%
COCCN(C(=O)COC(=O)c1nc(Cl)ccc1Cl)c1c(N)n(Cc2ccccc2)c(=O)[nH]c1=O	7%	1.1%	2%
CC(=O)N1CCN(C(=O)c2cc(-c3ccc(C)o3)nc3ccccc23)CC1	-1%	-2.7%	13%
CCCn1c(N)c(N(CCOC)C(=O)COC(=O)CSc2cc(C)c3ccccc3n2)c(=O)[nH]c1=O	1%	0.6%	5%
CCN1C(=O)[C@H]2[C@@H](c3ccc(-c4ccc(C(C)=O)cc4)c(OC)c3)N[C@@](Cc3ccccc3)(C(=O)OC)[C@H]2C1=O	2%	-2.6%	18%
Cc1ccnc(NC(=O)CNC(=O)c2ccc3ccccc3c2)c1	-9%	-1.8%	15%
CCCCc1nnc(NC(=O)Cc2ccc(OC)c(S(=O)(=O)N3CCOCC3)c2)s1	-6%	-0.5%	15%
COc1ccc(CC(=O)N(C)Cc2cccc(OC)c2OC)cc1S(=O)(=O)N1CCOCC1	7%	-0.2%	16%
Cc1ccc(N2C(=O)N(CC(=O)Nc3cccc([N+](=O)[O-])c3C)C(=O)C2C)cc1 (centres undefined)	-6%	-0.8%	17%

Next part, overlapping the part above by seven compounds.
SMILES	Salmonella PhoP GFP	RSV CPE inhibition	Large T inhibition
CC(=O)N1CCN(C(=O)c2cc(-c3ccc(C)o3)nc3ccccc23)CC1	-1%	-2.7%	13%
CCCn1c(N)c(N(CCOC)C(=O)COC(=O)CSc2cc(C)c3ccccc3n2)c(=O)[nH]c1=O	1%	0.6%	5%
CCN1C(=O)[C@H]2[C@@H](c3ccc(-c4ccc(C(C)=O)cc4)c(OC)c3)N[C@@](Cc3ccccc3)(C(=O)OC)[C@H]2C1=O	2%	-2.6%	18%
Cc1ccnc(NC(=O)CNC(=O)c2ccc3ccccc3c2)c1	-9%	-1.8%	15%
CCCCc1nnc(NC(=O)Cc2ccc(OC)c(S(=O)(=O)N3CCOCC3)c2)s1	-6%	-0.5%	15%
COc1ccc(CC(=O)N(C)Cc2cccc(OC)c2OC)cc1S(=O)(=O)N1CCOCC1	7%	-0.2%	16%
Cc1ccc(N2C(=O)N(CC(=O)Nc3cccc([N+](=O)[O-])c3C)C(=O)C2C)cc1 (centres undefined)	-6%	-0.8%	17%
O=C(CSc1nc(=O)n2ccccc2n1)NCc1ccc2c(c1)OCO2	-9%	0.9%	7%
O=C(CSc1nc2ccccc2s1)NCc1cc([N+](=O)[O-])ccc1O	-5%	-2.0%	19%
CCN(CC(=O)Nc1c(F)cccc1F)C(=O)c1ccc(N2CCOCC2)c([N+](=O)[O-])c1	8%	0.1%	11%
CC1C(=O)N2CCCc3cc(NS(=O)(=O)c4ccccc4)cc1c32 (centres undefined)	6%	-1.2%	7%
CN(C)S(=O)(=O)c1ccc(N2CCCC2)c(C(=O)Nc2ccccc2)c1	-4%	0.9%	8%
Cc1ccc(S(=O)(=O)N(C)C)cc1NC(=O)COC(=O)CC1CCCC1	-1%	0.6%	9%
CC(=O)c1cccc(NC(=O)C(C)OC(=O)CCCN=C2NS(=O)(=O)c3ccccc32)c1 (centres undefined)	4%	-0.8%	14%
O=C(NCCc1ccc(F)cc1)C(=O)NCC1CCCN1S(=O)(=O)c1cccs1 (centres undefined)	4%	4.2%	0%
CCCN(C(=O)Cc1coc2cc(C)c(C)cc12)c1c(N)n(Cc2ccccc2)c(=O)[nH]c1=O	-5%	-0.7%	7%
CCCCc1ccc(NC(=O)CSc2nc(=O)n(CCCN3CCOCC3)c3c2CCC3)cc1	-2%	-1.3%	7%
Cc1ccc(NC(=O)CN2C(=O)NC3(CCCCC3C)C2=O)cc1S(=O)(=O)N1CCCCC1 (centres undefined)	-3%	0.5%	13%
CC1CCCC(NC(=O)c2ccc3c(c2)OCO3)C1C (centres undefined)	-6%	0.8%	4%
Cc1cc(=O)oc2cc(NC(=O)C(C)Oc3ccc(F)cc3)ccc12 (centres undefined)	-9%	-2.2%	13%
CCOc1ccc(OCCC(=O)OCC(=O)Nc2cc(S(=O)(=O)N3CCOCC3)ccc2C)cc1	6%	-1.8%	24%
Oc1ccccc1N=N/C(=N/Nc1ccccc1O)c1ccccc1	7%	1.5%	23%

Structural class, the entries above with a thiophene ring, fused or not.
SMILES	Salmonella PhoP GFP	RSV CPE inhibition	Large T inhibition
NC(=O)c1ccsc1NC(=O)CS(=O)(=O)c1ccccc1	-5%	-0.4%	19%
O=C(NCCc1ccc(F)cc1)C(=O)NCC1CCCN1S(=O)(=O)c1cccs1 (centres undefined)	4%	4.2%	0%

3 compounds out of the list, ordered by SMILES length, rising.
SMILES	Salmonella PhoP GFP	RSV CPE inhibition	Large T inhibition
CC1CCCC(NC(=O)c2ccc3c(c2)OCO3)C1C (centres undefined)	-6%	0.8%	4%
O=C(CSc1nc(=O)n2ccccc2n1)NCc1ccc2c(c1)OCO2	-9%	0.9%	7%
Cc1cc(=O)oc2cc(NC(=O)C(C)Oc3ccc(F)cc3)ccc12 (centres undefined)	-9%	-2.2%	13%
